ADAM10 inh: inhibitors of human ADAM10. AID 720582. recombinant ADAM10, EDANS/DABCYL FRET peptide cleavage, 3 h. actives 0.62% (n = 370,000). inhibition, % at 7 µM;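 active means inhibition above a per-campaign cutoff equal to the mean of compounds falling between control-based bounds plus 3 SD, cut at about 20% in these data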;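 further: 0% = DMSO wells while the 100% control is not disclosed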
Target sequence (O14672 214-748 limits assumed): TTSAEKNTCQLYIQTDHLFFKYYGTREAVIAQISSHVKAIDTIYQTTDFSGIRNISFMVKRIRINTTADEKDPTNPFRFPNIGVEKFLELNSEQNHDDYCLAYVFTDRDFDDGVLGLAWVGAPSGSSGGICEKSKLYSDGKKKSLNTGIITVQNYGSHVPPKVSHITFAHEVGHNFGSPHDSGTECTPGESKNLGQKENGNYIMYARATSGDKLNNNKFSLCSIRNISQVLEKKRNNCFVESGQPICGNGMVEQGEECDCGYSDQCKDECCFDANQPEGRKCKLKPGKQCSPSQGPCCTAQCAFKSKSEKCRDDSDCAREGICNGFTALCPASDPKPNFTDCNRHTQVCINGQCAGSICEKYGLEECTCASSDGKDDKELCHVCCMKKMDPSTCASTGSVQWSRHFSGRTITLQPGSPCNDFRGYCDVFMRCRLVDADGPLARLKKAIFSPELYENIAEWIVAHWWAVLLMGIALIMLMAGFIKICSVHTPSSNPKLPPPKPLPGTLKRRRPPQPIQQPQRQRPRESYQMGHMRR
HGIII-sPLA2 inh: Inhibits HGIII-sPLA2 liposome hydrolysis, primary screen | inhibition, % at 12.2 µM | actives 0.56% (n = 370,000) | QFRET BODIPY PC-A2 liposome hydrolysis, fluorescence | AID 743126 | Q9NZ20;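 active means inhibition above mean plus 3 SD of compounds lying within the high and low control bounds, cut at about 19% in these data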;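 further: 0% = median of test compound wells and 100% = no enzyme DMSO wells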
Target sequence (Q9NZ20 whole entry, looked up): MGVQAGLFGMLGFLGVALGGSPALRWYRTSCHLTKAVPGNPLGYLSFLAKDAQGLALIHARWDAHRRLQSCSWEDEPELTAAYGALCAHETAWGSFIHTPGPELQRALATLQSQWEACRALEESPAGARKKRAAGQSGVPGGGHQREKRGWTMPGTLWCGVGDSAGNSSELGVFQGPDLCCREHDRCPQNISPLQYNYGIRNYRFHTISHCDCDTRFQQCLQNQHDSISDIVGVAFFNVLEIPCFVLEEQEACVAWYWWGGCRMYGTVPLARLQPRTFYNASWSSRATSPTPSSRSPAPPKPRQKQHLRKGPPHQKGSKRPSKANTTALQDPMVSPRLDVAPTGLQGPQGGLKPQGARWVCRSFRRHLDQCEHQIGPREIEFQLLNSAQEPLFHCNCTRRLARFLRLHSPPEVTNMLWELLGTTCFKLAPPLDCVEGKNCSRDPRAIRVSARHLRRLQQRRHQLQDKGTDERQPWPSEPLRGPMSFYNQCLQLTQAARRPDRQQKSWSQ
hgDAF12 agonist: agonists of H. glycines DAF-12 nuclear receptor. activation, % at 6.8 µM. HEK293 GAL4-hgDAF12 UAS-luciferase reporter, agonist luminescence; normalized to butyrate control. AID 687014. actives 1.8% (n = 370,000);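 active means activation above a cutoff set at the mean of all screened compounds plus 3 SD, cut at about 10% in these data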;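 further: 0% = DMSO wells and 100% = sodium butyrate wells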
SMARCA2 act: SMARCA2 function activation, primary screen | MG213 cells, MMTV-luciferase reporter, dexamethasone, overnight | activation, % at 9.1 µM | actives 1% (n = 370,000) | AID 652017; in the data active means activation above about 7.8%;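 further: 0% = vehicle wells and 100% = reference activator wells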
DAX1 inh-1: DAX1 (NR0B1) inhibition, primary screen; HEK293T StAR-luciferase reporter, SF-1/DAX-1 repression relief; inhibition, % at 6.8 µM; actives 1.1% (n = 370,000); AID 652010;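 active means inhibition above the mean over all tested compounds plus 3 SD, cut at about 3.6% in these data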;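 further: 0% = DAX-1 cells with DMSO and 100% = cells lacking DAX-1 with DMSO; higher inhibition means more luminescence from relief of DAX-1 repression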
GAA850 FXN act: frataxin GAA850 promoter activation; activation, % at 6 µM; HEK293 lucGAA850 FXN promoter luciferase reporter, 24 h; percent of 10 µM SAHA response; actives 0.56% (n = 360,000); AID 540364;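 active means activation above the average of all compounds screened plus 3 SD, cutoff fixed separately per campaign, cut at about 7.5% in these data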;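 further: 0% = DMSO wells and 100% = 10 µM SAHA wells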
GC-B act: GC-B (human) receptor activation; P20594; HEK293-GC-B cells, CNP EC30, cGMP TR-FRET; 0% at EC30 CNP, 100% saturating CNP; activation, % at 10 µM; actives 0.11% (n = 370,000);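 active means activation at 10 µM reaching about 35% in either raw or pattern-adjusted values, limit read from the data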
hcDAF12 agonist: activates DAF-12 receptor from parasite H. contortus; HEK293 hcDAF-12 lit1-tk-luc reporter, luminescence; 0% DMSO, 100% Δ7-dafachronic acid; activation, % at 6.8 µM; actives 1.4% (n = 370,000); AID 652067;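 active means activation above the mean of all tested compounds plus 3 SD, cut at about 5.5% in these data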;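 further: 100% = response to 3 µM Δ7-dafachronic acid high control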
DAX1 inh-2: inhibitors of human orphan nuclear receptor DAX1 (NR0B1) | HEK293 Gal4-DAX1 luciferase reporter, luminescence | inhibition, % at 6.75 µM | AID 504766 | actives 0.99% (n = 340,000);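 active means inhibition above the mean over all tested compounds plus 3 SD, cut at about 4.2% in these data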;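 further: 0% = DAX1-transfected cells with DMSO and 100% = empty-vector control cells with DMSO; inhibition shows as a rise in luminescence from relieved DAX1 repression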
NPR1 activator: GC-A (human) enzyme activation; P16066; activation, % at 10 µM; actives 0.14% (n = 370,000); HEK293 GC-A cells, cGMP TR-FRET, EC30 ANP; 0% at EC30 ANP, 100% saturating ANP; in the data active means activation above about 40%
ssDAF12 agonist: S. stercoralis DAF-12 activation, primary screen. HEK293 ssDAF-12/GRIP1 lit1-tk-luc reporter, luminescence; % of 3 µM dafachronic acid response. activation, % at 6.8 µM. actives 1% (n = 370,000). AID 652126;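 active means activation above the mean over all tested compounds plus 3 SD, cut at about 0.9% in these data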;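 further: 0% = DMSO-only wells and 100% = 3 µM delta7-dafachronic acid wells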
The depositor's hits bear a star; nt = no result given.

SMILES	ADAM10 inh	HGIII-sPLA2 inh	hgDAF12 agonist	SMARCA2 act	DAX1 inh-1	GAA850 FXN act	GC-B act	hcDAF12 agonist	DAX1 inh-2	NPR1 activator	ssDAF12 agonist
COc1ccc(C(=O)Nc2ccc(N3CCN(C(=O)C(C)C)CC3)cc2)cc1[N+](=O)[O-]	8	-1	-1.4	2	-0.8	3.3	1	-1.3	-0.3	-1	-0.7
Cc1ccc(Cn2ccc(NC(=O)c3noc4c3CCCCC4)n2)cc1	6	-5	4.4	-2	-0.1	0.0	0	-2.4	-1.4	0	-1.6
CC1(C)CC(=O)c2sc(NS(=O)(=O)c3cc(Cl)ccc3Cl)nc2C1	7	-17	1.8	-1	0.0	-0.6	4	0.1	2.1	10	-1.0
O=C(OCC(=O)C12CC3CC(CC(C3)C1)C2)c1cccnc1	-5	-3	-3.6	-2	-0.5	2.5	6	-1.7	0.1	5	-0.9
C=CCc1ccccc1OCC(O)CN1CCN(CCN2C(=O)c3cccc4cccc(c34)C2=O)CC1 (configuration not stated)	-16	-23	-1.7	4	0.1	-4.5	1	-3.3	-1.2	-5	-2.6
CCOc1ncccc1C(=O)OCC(=O)Nc1ccc(C)c(S(=O)(=O)N(C)C)c1	0	-6	-1.4	1	-0.6	0.0	-2	-0.6	-0.8	3	-1.6
FC(F)(F)c1cnc(Oc2cccc3ccccc23)c(Cl)c1	3	11	1.8	-4	-0.3	1.5	4	2.8	0.1	-1	1.0*
CCOC(=O)c1sc(NC(=O)c2cc(-c3ccccc3)nc3ccccc23)c(C#N)c1C	-5	7	-1.8	0	-0.4	-0.6	2	3.5	1.9	5	-0.2
COC(=O)C1=C(C)N(Cc2ccco2)C(=O)N[C@@H]1c1ccco1	0	-4	-0.9	2	0.3	0.1	-5	-1.7	0.2	-2	-1.4
O=C(CN1CCCC1)Nc1ccc([N+](=O)[O-])cc1	-2	-5	2.1	-1	-0.1	2.2	5	0.6	1.5	8	-1.6
Cc1ccc(C(=O)N(Cc2ccccn2)CC2CCCO2)cc1 (configuration not stated)	-5	1	-3.3	-3	0.0	nt	-4	-1.4	nt	1	-1.0
CC(C)Oc1ccc(C(=O)NCc2cccnc2)cc1	6	2	2.7	-1	-0.5	2.6	1	-1.1	-1.4	2	-0.7
CCN(C(=O)COC(=O)c1cccnc1Nc1cccc(C(F)(F)F)c1)C1CCS(=O)(=O)C1 (configuration not stated)	-8	14	-1.4	-2	-0.1	3.3	-3	0.6	0.0	-8	-0.8
O=C(NC(=S)N1CCCCC1)C12CC3CC(CC(C3)C1)C2	1	-2	0.3	0	-0.3	1.8	6	-3.0	0.6	3	-0.5
Fc1cccc(Nc2c3c(nc4ccccc24)CCC3)c1	0	12	-6.0	-4	-0.3	2.5	1	-0.9	-0.3	34	-1.6
COc1ccc(OCCSc2n[nH]c(N)n2)cc1	-5	10	-0.2	-2	-0.2	1.3	2	0.2	-0.9	5	-1.0
NS(=O)(=O)c1cccnc1Nc1cccc(C(F)(F)F)c1	8	-4	-2.1	1	-0.1	1.6	-6	0.1	-1.5	1	-0.5
NC(=O)c1cccc(-c2ccnc3c2CC(C(=O)NCC2CC2)O3)c1 (configuration not stated)	-10	0	-1.4	0	-0.5	-1.4	2	1.5	nt	1	-0.6
Nc1ccc2cc3ccc(N)cc3nc2c1	-107	-305	28*	43*	-1.8	nt	-21	32*	nt	-34	1.7*
Cc1ccccc1C(=O)N1CCC[C@H]1C(=O)N1CCC[C@H]1C(=O)NCc1ccccn1	-15	10	0.7	-3	2.4	nt	0	2.4	nt	1	-0.7
CCOC(=O)CC(=O)CSC1=C(C#N)C(c2ccccc2OC)CC(=O)N1 (configuration not stated)	1	-12	0.0	-1	-0.5	1.8	3	-1.4	-0.9	0	-1.1
CCn1c(C)nc2cc(C(=O)N3N=C(CCOC)CC3(O)C(F)(F)F)ccc21 (configuration not stated)	5	4	-0.7	0	0.3	-1.0	2	1.1	-1.9	1	-1.7
COc1cc(OC)cc(C(=O)Nc2nc(CC(=O)NC(C)c3ccccc3)cs2)c1 (configuration not stated)	-9	-5	-2.4	0	-3.4	-1.2	2	-1.2	-0.9	-2	-0.2
O=C(COc1ccc2ccccc2c1)N1CCN(c2ccccc2)CC1	-7	5	1.2	1	1.2	2.5	-1	-0.3	-1.8	1	-1.4
O=c1[nH][nH]c2c1[C@H](c1ccc(Cl)cc1)O[C@H](CCc1ccccc1)C2	13	-53	-0.4	-5	-0.2	nt	0	0.9	nt	1	-1.2
Cc1ccc(NC(=O)CN2CCN(Cc3ccccc3)CC2)cc1	-3	7	-1.0	-3	-0.2	2.2	-8	-1.1	1.3	5	-0.4
NC(=O)[C@H]1CC2(CC(c3cccc(NC(=O)COc4ccc(Cl)cc4)c3)=NO2)CN1C(=O)c1ccc(Cl)cc1 (some centres not stated)	36*	-41	-5.8	0	-1.1	-0.2	-2	-2.8	0.4	1	-1.6
Cc1ccc(S(=O)(=O)N(C)C[C@H]2OCc3cn(nn3)CCCC(=O)N([C@@H](C)CO)C[C@@H]2C)cc1	-10	7	-0.3	-2	0.6	-1.8	3	-1.2	1.0	-2	-1.0
Cc1cccc(N2CCN(S(=O)(=O)c3ccc4c(c3)CCCN4C(=O)C3CCC3)CC2C)c1 (configuration not stated)	-3	3	0.8	-2	-2.4	-0.4	0	-1.8	-1.1	-1	-1.4
COc1ccccc1N1C(=NC(=O)COc2ccccc2)SC2CS(=O)(=O)CC21 (configuration not stated)	-1	-6	0.1	4	0.3	0.1	1	-2.1	0.6	3	0.0
CCOc1ccc(CCNC(=O)COC(=O)c2cccc(S(=O)(=O)N3CCCC3)c2)cc1OCC	-3	-3	-1.4	-2	-4.6	0.0	1	0.2	-1.6	0	-0.9
CCC(=O)N1CCC1(C)C(=O)Nc1cnc2ccccc2c1 (configuration not stated)	0	5	4.0	2	-0.7	-1.7	-1	-1.4	nt	-3	-1.8
CCCS(=O)(=O)N1CCCC(C(=O)NCCN2CCCCC2C)C1 (configuration not stated)	1	1	0.6	0	-0.4	1.3	5	0.1	-0.3	2	-1.4
CC1CC(NC(=O)c2cnc3n(c2=O)CCS3)CC(C)(C)C1 (configuration not stated)	-6	6	-1.3	0	-0.4	-1.0	-2	-1.0	-0.6	3	-0.7
CC(NC(=O)Cc1ccc(F)cc1)c1ccc(F)cc1 (configuration not stated)	-6	5	-1.2	-2	-0.3	0.6	0	0.6	-0.1	-4	-1.5
Cc1ccccc1CN1CCN(C(=O)c2cccc3ccccc23)CC1	4	-7	-2.1	0	-0.1	0.1	4	-2.8	0.4	0	-1.3
CC(O)(c1ccccc1)c1nc(-c2ccncc2)cs1 (configuration not stated)	-9	11	-3.5	-7	-2.4	0.9	-3	-2.8	nt	-1	-1.5
CCOC(=O)N1CCN(C(=O)c2nn(-c3ccc(C)cc3)c(=O)c3c2c2ccccc2n3C)CC1	-10	8	-1.4	-5	0.1	2.4	-2	2.8	0.4	3	0.0
N#CCCn1nnc(-c2ccccc2F)n1	16	11	1.5	1	0.3	-0.2	4	0.0	-1.3	2	-1.4
C=CCOc1ccc(/C(O)=C2\C(=O)C(=O)N(CCCOC)C2c2ccc(O)c(OC)c2)cc1 (configuration not stated)	5	9	1.0	1	0.2	-1.7	0	-0.2	0.8	-4	-1.4
CCOC(=O)c1c(C)[nH]c(NC(=O)Nc2ccc(NC(C)=O)cc2)c1C	-2	-2	-1.0	3	0.1	-0.5	-7	-0.2	0.4	-9	-1.3
O=C(Nc1ccc(Cl)c([N+](=O)[O-])c1)C(NCCCO)c1ccccc1 (configuration not stated)	1	1	2.3	0	0.3	-1.4	3	-1.2	0.3	1	-1.0
O=C(CC[C@H]1O[C@@H](n2ccc(=O)[nH]c2=O)[C@H](O)[C@@H]1O)N1CCN(Cc2cccc3ccccc23)CC1	-3	6	-0.5	-3	-0.4	nt	4	0.1	nt	-4	-0.7
CC(=O)Nc1ccc(S(=O)(=O)Nc2nc3ccccc3nc2N2CCc3ccccc3C2)cc1	-170	-19	8.1	4	2.7	2.7	-4	11*	0.9	-2	2.2*
O=c1[nH]c(-c2ccccc2)cnc1-c1ccccc1	-31	2	11*	4	1.8	4.6	5	4.7	nt	0	-0.4
Cc1cc(C)n2nc(C(=O)OCC(=O)Nc3ccc(C)c(S(=O)(=O)N4CCOCC4)c3)nc2n1	-13	10	-3.1	-4	-0.6	-0.1	-1	0.8	1.9	-3	-1.1
CCOC(=O)C1=C(O)C(=O)N(C2CCCCC2)C1	4	15	-1.0	-5	0.8	-1.0	-2	-0.6	0.3	0	-0.8
COc1ccc(CNC(=O)C[C@H]2C(=O)N(CCc3ccccc3)C[C@@H]2Cc2ccccc2)cc1	13	-23	-2.5	-2	-0.7	0.2	-8	-1.8	1.7	-13	-1.5
CC(Sc1nc(-c2ccccc2)cc(C(F)(F)F)n1)C(=O)N1CCC(C(N)=O)CC1 (configuration not stated)	6	2	0.7	3	-0.8	-1.1	10	-1.2	-1.2	6	-1.7
Cc1nn(CC(=O)NC2CCC(C)CC2)c(C)c1[N+](=O)[O-] (configuration not stated)	-6	5	1.6	-1	-0.4	0.9	0	-0.6	0.1	-2	-0.8
O=C(CNC(=O)c1cccc(Br)c1)N/N=C/c1cccs1	10	-6	-1.1	-1	-0.5	2.8	-6	-2.2	-0.3	0	-1.4
N#CCC[C@H]1CC[C@]2(CCCN(Cc3ccc(Br)cc3)C2)O1	-1	0	-2.6	-3	-0.5	nt	-6	1.2	nt	-4	-0.8
O=C(ONC1=NCCCCC1)c1ccc([N+](=O)[O-])cc1	-8	8	0.4	-1	-0.1	1.4	4	-1.4	-1.6	3	-0.9
CCOC(=O)c1oc2ccccc2c1COC(=O)CNC(=O)c1cc(OC)c(OC)c(OC)c1	-4	3	-1.2	-1	0.7	1.7	-8	-1.7	0.1	-4	-0.3
CN1C(=O)CN(CCN2CC(=O)N(C)C(=O)C2)CC1=O	1	5	6.1	3	0.2	0.4	-7	-0.4	-0.5	1	-0.5

Given field by field: 2 of the compounds above
structure: CCOC(=O)c1c(C)[nH]c(NC(=O)Nc2ccc(NC(C)=O)cc2)c1C
  ADAM10 inh: -2
  HGIII-sPLA2 inh: -2
  hgDAF12 agonist: -1.0
  SMARCA2 act: 3
  DAX1 inh-1: 0.1
  GAA850 FXN act: -0.5
  GC-B act: -7
  hcDAF12 agonist: -0.2
  DAX1 inh-2: 0.4
  NPR1 activator: -9
  ssDAF12 agonist: -1.3

structure: O=C(Nc1ccc(Cl)c([N+](=O)[O-])c1)C(NCCCO)c1ccccc1 (configuration not stated)
  ADAM10 inh: 1
  HGIII-sPLA2 inh: 1
  hgDAF12 agonist: 2.3
  SMARCA2 act: 0
  DAX1 inh-1: 0.3
  GAA850 FXN act: -1.4
  GC-B act: 3
  hcDAF12 agonist: -1.2
  DAX1 inh-2: 0.3
  NPR1 activator: 1
  ssDAF12 agonist: -1.0

Screens: PubChem BioAssay, several laboratories

Outcome played no part in choosing rows. Share with any hit: about 6.6%.
